# Screens deposited in PubChem by Broad Institute.
# F508del corr = correctors of CFTR F508del function in bronchial epithelial cells | CFBE cells, YFP halide quenching; stimulated with forskolin plus potentiator P3; % fluorescence drop versus neutral controls | activity (quench increase), % at 7.58 µM | actives 0.36% (n = 350,000) | AID 720511;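 active = mean added fluorescence quench of at least 8% versus neutral control, with both replicates also reaching 8%; inconclusive = only one of the mean or replicate conditions met; inactive = mean below 8% and not both replicates reaching 8%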;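 note: cells transiently co-express mutant CFTR-F508del with the halide-sensitive YFP; corrector assay measuring rescue of mutant channel to the surface after 24 h compound exposure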
# Casp6 inh = blocks human caspase-6 cleavage activity | AID 686996 | actives 0.53% (n = 350,000) | inhibition, % at 12.5 µM | purified caspase-6, Z-VEID-R110 cleavage fluorescence | P55212;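 active = mean inhibition across replicates at least about 35%, with every replicate also reaching that limit, limit read from the data; inconclusive = only one of the two criteria met; inactive = neither criterion met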;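 note: 0% = median of neutral control wells and 100% = no fluorescence left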
# Target sequence (P55212 24-179 limits assumed): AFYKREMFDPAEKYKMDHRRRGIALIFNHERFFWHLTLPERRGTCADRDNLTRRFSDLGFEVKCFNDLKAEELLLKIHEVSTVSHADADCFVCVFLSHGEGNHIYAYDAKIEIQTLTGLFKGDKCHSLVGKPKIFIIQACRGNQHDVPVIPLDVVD
# Target sequence (P55212 194-293 limits assumed): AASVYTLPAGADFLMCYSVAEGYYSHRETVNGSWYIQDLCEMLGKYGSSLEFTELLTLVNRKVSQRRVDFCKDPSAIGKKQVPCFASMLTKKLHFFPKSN
# miR122 inh = blocks miR-122 activity in Huh7 sensor cells | Huh7 miR-122 Renilla luciferase sensor, 48 h; neutral wells = 0, positive control = 100 | activation (reporter increase), % at 12.5 µM | actives 0.3% (n = 340,000);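 active = mean replicate activation score at least 90 and every replicate individually at or above 90; inconclusive = only one of the two criteria met; inactive = neither criterion met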;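 note: higher luciferase means less miR-122 activity so hits act as miR-122 inhibitors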
# SIRT5 inh = blocks human SIRT5 desuccinylation of peptide | Q9NXA8 | Purified SirT5, succinyl-peptide AMC, trypsin-coupled fluorescence | inhibition, % at 15 µM | actives 1.1% (n = 330,000) | AID 652115; in the data active = inhibition above about 15%; inconclusive = no clear call, values can overlap the other calls
# Target sequence (Q9NXA8 whole entry, looked up): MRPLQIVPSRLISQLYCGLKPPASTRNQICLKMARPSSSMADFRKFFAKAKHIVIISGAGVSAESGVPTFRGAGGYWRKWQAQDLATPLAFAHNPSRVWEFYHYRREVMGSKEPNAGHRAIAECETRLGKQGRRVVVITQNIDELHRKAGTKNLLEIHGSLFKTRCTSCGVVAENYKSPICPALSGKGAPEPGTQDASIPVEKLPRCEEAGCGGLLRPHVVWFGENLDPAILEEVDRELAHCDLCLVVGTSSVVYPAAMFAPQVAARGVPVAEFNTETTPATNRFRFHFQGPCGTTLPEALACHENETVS
# ERAP1 HTS inh = inhibitors of human ERAP1 aminopeptidase; Q9NZ08; recombinant ERAP1, Leu-AMC fluorescence, 60 min; inhibition, % at 10.7 µM; actives 0.15% (n = 340,000);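 active = mean replicate inhibition of at least 30%, or all replicates individually reaching that 30% level; inactive = mean below 30% and not every replicate reaching it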;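 note: 0% = neutral control wells and 100% = L-leucinethiol positive control wells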
# DENV2 CPE rescue = inhibitors of DENV2 cytopathic effect; DENV2-infected cells, cytopathic effect rescue, plate reader; CPE inhibition, % at 9.99 µM; actives 1.7% (n = 350,000); AID 651640; in the data active = CPE inhibition above about 20%, passing the limit was not always enough; inconclusive = no clear call, values can overlap the other calls; tested in BHK-21 cells;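 note: 0% = median of neutral control wells and 100% = median of positive control wells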
# ERp5 inh = ERp5 (human) disulfide isomerase inhibition. Q15084. ERp5 insulin aggregation, absorbance 650 nm, 90 min. inhibition, % at 9.99 µM. actives 0.05% (n = 350,000). AID 651711;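 active = mean replicate inhibition above about 25%, with every replicate also reaching it, limit read from the data, passing the limit was not always enough; inconclusive = only one of those two criteria met; inactive = neither criterion met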
# Target sequence (Q15084 whole entry, looked up): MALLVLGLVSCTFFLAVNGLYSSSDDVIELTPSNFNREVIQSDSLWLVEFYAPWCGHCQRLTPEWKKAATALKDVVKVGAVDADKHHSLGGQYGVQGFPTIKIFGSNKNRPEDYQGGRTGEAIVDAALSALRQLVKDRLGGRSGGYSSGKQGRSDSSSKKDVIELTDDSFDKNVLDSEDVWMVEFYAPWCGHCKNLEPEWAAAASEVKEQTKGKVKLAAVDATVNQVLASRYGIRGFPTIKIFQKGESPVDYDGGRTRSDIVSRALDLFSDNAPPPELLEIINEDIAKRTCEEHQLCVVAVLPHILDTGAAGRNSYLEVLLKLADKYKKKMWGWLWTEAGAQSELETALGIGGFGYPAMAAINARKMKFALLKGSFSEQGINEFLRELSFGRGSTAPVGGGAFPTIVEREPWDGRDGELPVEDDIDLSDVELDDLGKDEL
# An asterisk follows results filed as active; ? = inconclusive; . = no result given; [ ] = remark or other dose.
SMILES,F508del corr,Casp6 inh,miR122 inh,SIRT5 inh,ERAP1 HTS inh,DENV2 CPE rescue,ERp5 inh
O=C(c1ccncc1)N1CC(=O)N2[C@H](C1)[C@@H](c1ccc(/C=C/c3ccccc3)cc1)[C@@H]2CO,2.6,-0.7,.,1.7,1.5,-5.2,2.6
CCOC(=O)/C(C#N)=N/Nc1c(S(=O)(=O)Cc2ccco2)csc1C(=O)OC,0.1,-4.7,.,1.5,0.7,-7.5,-0.8
CCC(=O)N[C@H]1CC[C@@H](CC(=O)NCc2ccccc2OC)O[C@@H]1CO,-0.1,2.2,.,3.0,-0.2,1.3,-4.0
COc1cc2c(cc1OC)C(C)N(C(=O)c1ccc(Cl)c(S(=O)(=O)N3CCCCC3)c1)CC2 (stereo not drawn),1.4,-5.7,-3.1,-2.6,1.5,-2.3,1.1
C[C@@H]1CN([C@H](C)CO)C(=O)c2cc(NC(=O)CCC(F)(F)F)ccc2O[C@@H](C)CCCCO[C@H]1CN(C)Cc1ccncc1,0.0,-0.5,-1.5[16.7 µM],-1.0,3.0,3.0,5.5
CC(NC(=O)C(=O)N/N=C/c1ccc(Cl)cc1)c1ccccc1 (stereo not drawn),-0.6,-2.3,3.6,-2.6,-0.8,9.1,1.1
CCn1c(C)nc2cc(S(=O)(=O)C(F)(F)C(F)C(F)(F)F)ccc21 (stereo not drawn),3.5,-0.9,-0.1,-1.2,3.7,0.2,-3.5
CCCCn1c(N)c(N(CCOC)C(=O)c2cc3c(s2)CCC3)c(=O)[nH]c1=O,-3.9,1.7,-3.2,-0.3,-0.2,-2.4,-1.7
Cc1noc(C)c1S(=O)(=O)N(C)C[C@@H]1OCCCC[C@@H](C)Oc2ccc(NS(=O)(=O)c3ccc(Cl)cc3)cc2C(=O)N([C@H](C)CO)C[C@@H]1C,-0.5,5.5,2.7[16.7 µM],.,-1.1,-10.0,-3.6
NC(=O)C1CCN(C(=O)CN(C2CCCCC2)S(=O)(=O)c2ccc(F)cc2)CC1,-2.2,0.2,1.6,-7.4,-1.6,3.4,2.7
O=C(O)[C@@H]1[C@@H](CO)[C@@H]2Cn3c(ccc(/C=C/c4ccccc4)c3=O)[C@@H]2N1C(=O)C1CCCC1,-2.1,0.7,.,-110.0,0.5,-7.6,0.0
O=C(Cn1cccc1C(=O)c1ccccc1)NCc1ccccc1Cl,2.6,0.6,3.9,-3.1,-3.2,-0.7,2.8
CC=Cc1ccc2n(c1=O)C[C@@H]1[C@@H](CO)[C@H](C(=O)NC3CCCC3)N(C(=O)C3CC3)[C@H]21 (mixture of isomers),1.0,0.7,.,-5.5,0.2,-8.3,-2.0
Cc1ccc2oc(=O)c3cnn(CC(=O)N4CCN(c5ccccc5)CC4)c3c2c1,-1.8,-1.6,-7.3,-6.7,4.1,8.3,15.0
C[C@@H]1CN([C@H](C)CO)C(=O)c2cc(N(C)C)ccc2O[C@@H]1CN(C)S(=O)(=O)c1cccs1,-0.8,0.3,7.9[16.7 µM],-0.7,1.8,12.0,1.8
Cc1cc2ccccn2c1C(=O)c1ccccc1F,0.4,1.8,-1.3,-0.9,0.0,6.5,-0.3
C=CCNC(=O)CSc1nnc(-c2ccc(S(=O)(=O)N3CCCC3)cc2)n1C,-3.9,-2.6,1.9,-2.7,1.4,7.5,4.5
CCOc1ccc(/C=N/NC(=S)NC2CC3C=CC2C3)cc1 (stereo not drawn),-0.9,4.0,4.9,-4.2,-3.5,-3.0,2.9
C/C=C/c1ccc2c(c1)O[C@H](CN(C)S(=O)(=O)c1ccccc1OC)[C@H](C)CN([C@H](C)CO)S2(=O)=O,3.4,1.8,53.1[16.7 µM],1.0,1.6,-8.7,-0.6
CCc1ccc(CNC(=O)CCS(=O)(=O)Cc2ccc(C)cc2)cc1,-0.1,-4.0,-6.9,-0.1,2.5,19.9,5.9

# Of the compounds above, these have an aryl methoxy group.
SMILES,F508del corr,Casp6 inh,miR122 inh,SIRT5 inh,ERAP1 HTS inh,DENV2 CPE rescue,ERp5 inh
CCC(=O)N[C@H]1CC[C@@H](CC(=O)NCc2ccccc2OC)O[C@@H]1CO,-0.1,2.2,.,3.0,-0.2,1.3,-4.0
COc1cc2c(cc1OC)C(C)N(C(=O)c1ccc(Cl)c(S(=O)(=O)N3CCCCC3)c1)CC2 (stereo not drawn),1.4,-5.7,-3.1,-2.6,1.5,-2.3,1.1
C/C=C/c1ccc2c(c1)O[C@H](CN(C)S(=O)(=O)c1ccccc1OC)[C@H](C)CN([C@H](C)CO)S2(=O)=O,3.4,1.8,53.1[16.7 µM],1.0,1.6,-8.7,-0.6

# Next part.
SMILES,F508del corr,Casp6 inh,miR122 inh,SIRT5 inh,ERAP1 HTS inh,DENV2 CPE rescue,ERp5 inh
O=C(CN1C(=O)/C(=C/c2ccc(F)cc2)SC1=S)N1CCN(CCc2ccccn2)CC1,4.7,-2.5,8.4,-1.0,-2.4,0.3,-4.2
C/C=C/c1ccc([C@@H]2[C@@H](CO)N3C(=O)CN(Cc4ccc(C)cc4)C[C@@H]23)cc1,1.0,-0.5,.,-0.3,-1.1,-1.4,1.7
CCCNC(=O)C[C@H]1C[C@@H]2c3cc(NS(=O)(=O)c4ccc(F)cc4)ccc3O[C@@H]2[C@H](CO)O1,-0.6,0.5,4.2[16.7 µM],1.2,-2.7,-2.7,-5.7
Cc1cccc(C)c1NC(=O)CSc1nnc(C)c(=O)[nH]1,.,-0.4,.,-7.0,1.4,-5.2,0.3
COc1ccc(CCNC(=O)C2CC(c3ccc(C(F)(F)F)cc3)=NO2)cc1 (stereo not drawn),-2.6,-3.4,-4.4,1.0,4.1,7.7,-2.5
Cc1ccc(SCCCCN2CCOCC2)cc1,-1.0,-0.5,7.9,0.1,-2.5,5.8,?
CCCCC(=O)Nc1nc2c(OC)ccc(OC)c2s1,-3.2,-0.8,-0.7,-2.7,8.4,-4.1,2.1
CCn1cnc2cc(NCc3ccc(Cl)cc3)ccc21,-0.2,-0.6,.,-4.8,4.8,16.0,3.0
CCOC(=O)CN1CC23C=CC(O2)C(C(=O)O)C3C1=O (stereo not drawn),0.9,0.1,2.3,-0.9,2.1,-3.8,4.4
Cc1noc(C)c1S(=O)(=O)Nc1ccc2c(c1)C(=O)N([C@H](C)CO)C[C@H](C)[C@@H](CN(C)Cc1ccc(Oc3ccccc3)cc1)O2,-1.3,0.8,6.0[16.7 µM],-9.8,1.4,-7.6,-0.9
COCC(=O)N1CCC(Oc2ccc(C(=O)NCCCn3cccn3)cc2)CC1,1.0,-3.1,5.1,-1.3,0.1,-1.0,8.1
COc1ccc(S(=O)(=O)Nc2ccc3c(c2)C(=O)N([C@@H](C)CO)C[C@H](C)[C@@H](CN(C)C(=O)Nc2ccc(F)cc2)O3)cc1,-0.1,-1.5,4.3[16.7 µM],1.3,-0.3,-3.9,-2.1
CCCNC(=O)N(C)C[C@H]1Oc2cc(C3=CCCCC3)ccc2S(=O)(=O)N([C@@H](C)CO)C[C@H]1C,1.2,-2.5,-13.5[16.7 µM],-8.3,1.8,-3.8,2.1
Cc1ccc(-c2nnc(N3CCOCC3)c3ccccc23)cc1S(N)(=O)=O,.,2.2,36.5,-0.7,5.9,2.9,0.0
O=C(CSCc1cc(=O)n2ccsc2n1)Nc1ccccc1,4.6,0.7,7.7,-0.5,-2.1,11.4,-6.3
COc1cccc(C2CC(=O)NC(SC)=C2C#N)c1 (stereo not drawn),3.0,0.1,0.1,4.1,5.4,-4.5,-0.1
CC(C)CN(C(=O)COc1ccc(C(C)(C)C)cc1)C1CCS(=O)(=O)C1 (stereo not drawn),0.7,3.9,-8.4,-2.1,-0.8,4.1,2.9
COc1ccc2c3c([nH]c2c1)[C@@H](CO)N(C(=O)CN(C)C)CC31CN(C(=O)c2cccnc2)C1,1.0,.,.,.,0.9,-2.4,7.3
C[C@H]1CN([C@@H](C)CO)C(=O)c2c(c3ccccc3n2C)-c2ccccc2CO[C@H]1CN(C)C(=O)[C@@H](Cc1ccccc1)N(C)C,2.3,2.3,.,-0.4,-0.1,-2.2,-3.0
COCC(=O)N1C[C@H]2[C@@H](c3ccccc31)[C@@H](CO)N2C(=O)c1ccncc1,0.6,-2.9,-11.5[16.7 µM],-0.1,1.2,-0.6,5.5
COCC(=O)Nc1ccc2c(c1)[C@H]1C[C@@H](CC(=O)NC3CCCCC3)O[C@@H](CO)[C@H]1O2,3.5,1.5,2.2[16.7 µM],1.0,-0.5,-5.7,-1.8
C[C@@H]1CN([C@@H](C)CO)C(=O)c2cc(NC(=O)Cc3ccccc3)ccc2O[C@@H](C)CCCCO[C@@H]1CN(C)S(=O)(=O)c1ccc(Cl)cc1,-0.9,1.8,-5.4[16.7 µM],12.1,-0.1,4.0,1.3
CC(=O)c1ccc(NC(=O)C(C)NCc2ccc(Cl)cc2)cc1 (stereo not drawn),0.7,-0.4,.,9.7,1.4,.,-3.8
COc1ccccc1CNC(=O)C[C@@H]1C[C@H]2c3cc(NC(=O)C4CCC4)ccc3O[C@H]2[C@@H](CO)O1,-1.1,-2.0,-1.1[16.7 µM],4.2,-0.5,0.2,-3.3
N=C(N1CCCc2ccccc21)N1CCCc2ccccc21,2.2,-3.8,4.7,.,0.8,2.5,1.3
COc1ccc(CCNc2nc(C)cc(C)c2C#N)cc1OC,-3.6,-0.5,-1.7,4.2,-2.9,-3.6,-5.7
O=c1oc(CCCO)cc2ccc(C#Cc3cccnc3)cc12,3.3,2.1,.,-7.6,-3.3,?,-4.5
CN(C)CCN(C(=O)c1ccc(C(=O)c2ccccc2)cc1)c1nc2cc3c(cc2s1)OCCO3,-3.1,7.5,.,-4.2,-0.5,0.2,-5.2
CCOC(=O)CNC(=O)c1sc2ncnc(N3CCc4ccccc4C3)c2c1C,1.9,4.1,1.1,-3.4,-1.1,-3.0,1.0
COC(=O)c1ccccc1-c1cn(C)c2ccccc2c1=O,1.1,0.9,1.0,-3.2,1.3,-13.1,-2.1
COCC(=O)Nc1ccc2c(c1)C(=O)N(C)C[C@H](OC)[C@H](C)CN(Cc1ccccc1OC)[C@@H](C)CO2,-2.3,0.0,1.5[16.7 µM],-4.3,0.0,-1.4,-8.3
O=C(NCCc1ccc(F)cc1)C(=O)NCC1CCCN1S(=O)(=O)c1cccs1 (stereo not drawn),1.5,1.9,.,-2.9,1.9,1.1,-5.6
Cn1cc(/C=C/c2cc[n+](C)cc2)c2cc(Cl)ccc21,3.5,-23.4,-25.7,-6.9,13.5,11.9,5.3
CCN1CCN(c2c(C=O)c(Cl)nc3ccc(OC)cc23)CC1,2.9,2.7,.,-0.2,3.6,-1.2,-0.9
COc1ccc2c(CN3CCN(Cc4ccccc4)CC3)cc(=O)oc2c1,1.7,9.1,-3.2,0.6,-34.5,?,4.1
COc1ccc(S(=O)(=O)NCCS(=O)(=O)N2CCN(c3ccccc3)CC2)cc1,-1.3,4.1,6.7,9.8,0.2,?,-1.0
CC(C)c1cc(C(=O)N2CCCC(N3CCN(c4ccccc4F)CC3)C2)nc(N)n1 (stereo not drawn),1.6,-1.8,-6.9,-0.7,-4.0,-9.2,1.1
C[C@H]1CCC[C@]2(O[C@@H](CCO)C[C@@H](O)[C@@H]2O)O1,-1.5,-5.5,-0.5,0.6,1.9,-5.2,2.5
C[C@@H](NC(=O)C[C@H]1CC[C@H](NC(=O)C2CCOCC2)[C@H](CO)O1)c1ccccc1,0.3,-2.9,.,2.3,2.2,12.0,-2.1
O=S1(=O)N[C@H](Cc2ccccc2)COc2cccc(N3CCC[C@H]3CO)c21,0.6,0.4,.,-1.5,.,-4.3,-6.4
CC1CCCC(C)N1C(=O)COC(=O)C1CCN(S(=O)(=O)c2c(Cl)cccc2Cl)CC1 (stereo not drawn),-0.7,0.6,-1.2,-2.9,-0.1,4.2,0.2
C[C@@H]1CN([C@H](C)CO)C(=O)c2cc(NC(=O)Nc3cccc4ccccc34)ccc2O[C@@H](C)CCCCO[C@H]1CN(C)Cc1ccc(Cl)c(Cl)c1,-0.2,1.4,.,.,0.4,-3.9,2.4
